CHX counter – counter-screen for Shiga toxin inhibitors: cycloheximide protein synthesis inhibition. cell reporter, cycloheximide protein synthesis inhibition counterscreen. max response, %. hit rate 12% among 300,000. AID 2314; in the data active means max response mostly above about 13%, no sharp cut-off; inactive means mostly below about 14%; further: read at 38.3 µM for the half of the compounds with a filed dose; 0% is about no effect
Pf growth 96h – P. falciparum growth inhibition at 96 hours | P. falciparum luciferase reporter growth, 96 h | Potency, µM (top dose mostly 28.7 µM), inactives show top-dose activity change, negative = inhibition, most hits filed as inhibitors | hit rate 6.9% among 320,000; further: potency means the concentration at half of the fitted maximal effect; on the % scale 0 is the no-effect control and ±100 the full control effect
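Infected RBCs, 2% Hct / 0.05% parasitemia final; luciferase-reporter P. falciparum; cpd 96 h, 37 C, 5% CO2; luciferase detection reagent; luminescence.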
Shiga inhibitor – blocks Shiga toxin action in Vero cells; Vero cells, Shiga toxin protein synthesis inhibition reporter; inhibition, % at 38.7 µM; hit rate 9.2% among 290,000; in the data active means inhibition mostly above about 28%, no sharp cut-off; inactive means mostly below about 43%; further: 0% is about no effect
Giardia FBPA inh – Giardia lamblia aldolase inhibition. Potency, µM (doses to about 59.6 µM), for the others: at the top dose activity, negative = inhibition, most hits filed as inhibitors. A8B2U2. purified Giardia FBPA. hit rate 0.71% among 290,000; further: potency means the concentration at half of the fitted maximal effect; on the % scale 0 is the no-effect control and ±100 the full control effect; nearly all actives have a fitted effect of over 55% in size
Target sequence (A8B2U2 whole entry, looked up): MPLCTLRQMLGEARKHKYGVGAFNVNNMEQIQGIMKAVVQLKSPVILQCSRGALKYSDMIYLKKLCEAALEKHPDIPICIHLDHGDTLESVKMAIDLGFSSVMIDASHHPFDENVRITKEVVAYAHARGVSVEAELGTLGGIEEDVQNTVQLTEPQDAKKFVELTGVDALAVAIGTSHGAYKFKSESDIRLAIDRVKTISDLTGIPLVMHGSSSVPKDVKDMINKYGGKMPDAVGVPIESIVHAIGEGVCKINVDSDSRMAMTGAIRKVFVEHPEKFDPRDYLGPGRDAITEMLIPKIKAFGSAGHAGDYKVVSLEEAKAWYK
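Giardia FBPA (40 nM reagent) was preincubated 10 min at RT with compound (up to 57.5 uM final), then substrate plus GAPDH/TPI/NAD/arsenate coupling system with diaphorase/resazurin was added; resorufin fluorescence (525/598 nm) was read after 20 min.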
Pf growth 48h – inhibits P. falciparum growth in the first generation, 48 h. P. falciparum luciferase growth in erythrocytes, 48 h. Potency, µM (doses to about 28.7 µM), without a hit: top-dose activity change, negative = inhibition, actives largely listed as inhibitors. hit rate 5.9% among 310,000; further: potency means the concentration at half of the fitted maximal effect; on the % scale 0 is the no-effect control and ±100 the full control effect
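In quantitative HTS format, infected erythrocytes bearing luciferase-reporter parasites were treated for a single generation at 37 C. Luminescence after adding detection reagent served as the growth measure.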
Sm TGR block – blocks Schistosoma mansoni thioredoxin glutathione reductase | Q962Y6 | purified TGR, DTNB reduction, TNB absorbance 405 nm | Potency, µM (titrated, usually from 114 µM), for inactives: top-dose activity change, negative = inhibition, most hits filed as inhibitors | hit rate 3% among 360,000; further: potency means the concentration at half of the fitted maximal effect; on the % scale 0 is the no-effect control and ±100 the full control effect; nearly all actives have a fitted effect of over 60% in size
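TGR 20 nM + NADPH 100 uM (dispensed conc.), cpd preinc 15 min RT; start with NADPH (500 uM addition) then DTNB (15 mM addition). Kinetic TNB absorbance, 405 nm filter. Four-parameter Hill fit across titration.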
* hit, by the source's call; ? = inconclusive; . = not tested or not shown; & = joins results of further samples; [ ] = remark or other dose. Unless noted, the call rests on the fitted dose curve; in most records, active means well fitted curve in the direction sought with a large enough effect; inconclusive means small, poorly fitted or top-dose-only effect, or another doubt; inactive means no such curve, though single readings can be large; an effect the other way counts as inactive or inconclusive.

SMILES	Pf growth 48h	Giardia FBPA inh	Shiga inhibitor	Pf growth 96h	CHX counter	Sm TGR block
Cc1noc(C)c1S(=O)(=O)Nc1ccc(C(=O)N2CCc3ccccc3C2)cc1	11%	29%	-6	?	-3	0%
O=C(N(c1ccccc1)c1ccccc1)N(c1ccccc1)c1ccccc1	?	11%	-6	?	-2	1%
CN(c1ccccc1C(=O)Nc1cccc(Cl)c1Cl)S(C)(=O)=O	.	-4%	-13	23%	-3	-1%
CN(CC1CCN(CCc2cccc(C(F)(F)F)c2)CC1)C(=O)c1ccc(F)cc1	-14%	-1%	-5	13µM*	-3	-4%
CC(=O)OC/C=C(C)/C=C/C=C(C)/C=C/C1=C(C)CCCC1(C)C	.	-4%&3%	5	.	14	.
CCOc1ccc(S(=O)(=O)Nc2ccc(C(=O)NCc3ccncc3)cc2)cc1	?	.	.	?	.	-1%
O=C(Nc1ccc(C(=O)O)cc1)/C(=C\c1ccco1)NC(=O)c1ccc(Br)o1	4%	-28%	-4	13%	-7	?
CC(C)c1nnc(NC(=O)CCCCCN2C(=O)C3C4C=CC(C4)C3C2=O)s1 (stereo unspecified)	.	4%	-7	?	-2	7%
FCCCOc1ccc(CN2CCN(c3ccccc3F)CC2)cc1	1%	3%	-6	30%	-3	.
Nc1nc(Nc2cccc(F)c2)nc2ccccc12	?	9%	105*	-32%	29*	4%
O=C(NN1CCOCC1)c1cccc(Cl)c1	2%	4%	-6	?	-3	5%
COc1ccc(CCNC(=O)c2cc(=O)[nH]c3ccc(Br)cc23)cc1OC	-13%	6%	-9	?	-3	-5%
FC(F)(F)c1cccc(NC(=S)NCC(c2cccnc2)N2CCOCC2)c1 (stereo unspecified)	6%	0%	-23	15%	-2	-24%
COc1ccc(S(=O)(=O)NCCCCNS(=O)(=O)c2ccc(OC)cc2)cc1	-3%	-6%	-14	.	8	13%
O=[N+]([O-])c1cccc(-c2cc(-c3cc(Br)ccc3O)[nH]n2)c1	4.7µM*	17%	86*	8.3µM*	24*	-14%
Cc1ccc(-c2csc(C3C(N)=NC(S)=C(C#N)C34CCCCC4)n2)cc1 (stereo unspecified)	?	?	-9	.	3	3%
COc1ccc2[nH]c3c(=O)n4c(nc3c2c1)SCC4	30%[activator]	-8%	17	10µM*	9	2%
O=C(O)C1C2C=CC(C2)C1C(=O)Nc1cccc(F)c1 (stereo unspecified)	-30%	0%	-3	?	4	-1%
CCOC(=O)N/N=C(/c1ccccc1)C1CCCCC1	-15%	6%	37	-2%	5	3%
COc1cc(NS(=O)(=O)c2ccc(NC(=S)NC(=O)c3sc4ccccc4c3Cl)cc2)ncn1	7%	-16%	-13	-29%	-1	3%
Cc1cc(C)cc(OCC(=O)OCC(=O)Nc2cc(C)nn2-c2ccccc2)c1	-10%	.	.	?	.	1%
COc1ccccc1NC(=O)Nc1c(C)nn(C)c1C	-4%	-1%	-8	-3%	6	3%
CCN(C(=O)COC(=O)COc1ccc(Cl)c(C)c1)C1CCS(=O)(=O)C1 (stereo unspecified)	?	.	.	5%	.	-2%
COc1ccc(N(Cc2ccccc2)N=O)cc1	0%	-8%	.	-12%	18*	-5%
Fc1cccc(/C=C2\CCCC3=C2NC(=S)NC3c2cccc(F)c2)c1 (stereo unspecified)	2.6µM*	-1%	1	4.1µM*	11	20µM*
Nc1cc(=O)[nH]c(SCc2nc3ccccc3n2Cc2ccccc2)n1	?	11%	-3	?	-2	15%
N#Cc1c(NCCN)nc(NCc2ccccc2)c2c1CCN(Cc1ccccc1)C2	9.3µM*	?	-12	70%[activator]	-7	-10%
COc1ccc(OC)c(NC(=O)COC(=O)c2c(C)noc2C)c1	8%	.	.	8%	.	0%
O=C(O)CNS(=O)(=O)Cc1ccccc1	46%[activator]	-3%	-12	38%[activator]	-1	14%
c1cncc(CNc2ncnc3ccc(-c4ccc5c(c4)OCCO5)cc23)c1	17%	.	.	4%	.	-7%
CCCNC(=O)Cn1c(=O)oc2ccccc21	9%	7%	-3	?	-1	13%
COC(=O)C1=C(C(=O)OC)[C@@H]2N(Cc3ccccc3)c3ccccc3[C@@]23C[C@@H](C(=O)OC)N(C(C)=O)C3=N1	-20%	3%[12.9 µM]	3	46%[activator]	2	1%
Oc1ccc(N2CCN(Cc3cc4c(cc3Br)OCCO4)CC2)cc1	12µM*	-2%	-2	13µM*	-3	-24%
Cc1ccc(CS(=O)Cc2ccc(C(=O)N3CCN(c4ccccc4)CC3)o2)cc1 (stereo unspecified)	-5%	15%	-8	-7%	-3	-14%
CCc1sc(N(C(=O)Cc2ccccc2)c2cccc(F)c2)nc1-c1ccc(C)cc1	?	0%	-2	?	1	-16%
O=C(/C=C/c1cccs1)NC(=S)Nc1ccc(C(=O)O)cc1	10%	-5%	2	7%	10	?
CC[C@H]1C2C[C@H]3[C@@H]4N(C)c5ccccc5C45C[C@H](C2[C@H]5O)N3[C@@H]1O (stereo partly specified)	?	.	.	9%	.	-13%
O=C(c1cccc([N+](=O)[O-])c1)n1nc(-c2ccccc2)nc1NCc1ccccc1	34%[activator]	-2%	48*	-27%	20*	3%
CC/C(C)=N/NC(=S)NCc1ccco1	-18%	?	-4	-5%	-2	-33%
Cc1ccc(N=Cc2cccc(O)c2O)c(C)c1	?	?	37*	12µM*	25	-1%
CC1CN(O)C2CCc3c(no[n+]3[O-])C12O (stereo unspecified)	14%	-6%	-3	34%[activator]	-1	-31%
COc1ccc(-c2oc(=O)c3cc(OC)c(OC)cc3c2/C=C/c2ccc(F)cc2)cc1	?	.	.	?	.	-24%
CC(Cc1ccccc1)C(=O)N1CCN(C)CC1 (stereo unspecified)	19%	0%&-2%	0	-6%	-3	-3%
Cc1ccc(C(=O)N/N=C/c2ccc(-c3cccc(C(F)(F)F)c3)o2)cn1	-18%	6%	16	-1%	-4	3%
O=S(=O)(CCN1CCN(c2ccccn2)CC1)c1ccc(Cl)cc1Cl	-1%	7%	-9	18%	-1	10%
Cc1ccccc1NC(=O)C1CCCN(c2ncnc3onc(-c4ccc(F)cc4)c23)C1 (stereo unspecified)	9.3µM*	6%	14	20%	-4	-5%
CCOC(=O)C(=O)Nc1ccc(F)cc1	.	0%	22	-17%	4	-9%
CCn1c(SCC(=O)Nc2cc(NC(C)=O)ccc2OC)nnc1-c1ccncc1	0%	-10%	6	4%	-1	-2%
O=C(O)CSCC(=O)NCc1ccccc1Cl	9%	-4%	-2	-5%	-4	.
COc1ccc(N2C(=O)c3ccccc3NC23CCCCC3)cc1	134%[activator]	-1%	52	187%[activator]	26*	-2%

(more compounds)
SMILES	Pf growth 48h	Giardia FBPA inh	Shiga inhibitor	Pf growth 96h	CHX counter	Sm TGR block
O=C(NCc1cccnc1)C1CCC(c2ccc(Cl)cc2)CC1 (stereo unspecified)	?	7%	-5	?	-2	16%
O=C(C#Cc1ccccc1)c1cccc([N+](=O)[O-])c1	.	0%	-15	31%[activator]	-2	0.25µM*
O=S(=O)(c1ccc(Oc2ccc(F)c(Cl)c2)nc1)N1CCOCC1	0%	.	.	35%[activator]	.	1%
CCOC(=O)c1sc(N2C(=O)C(O)=C(C(=O)c3ccco3)C2c2cccc([N+](=O)[O-])c2)nc1C (stereo unspecified)	-30%	.	-7	9%	-2	-4%
N#Cc1nc(-c2cccc(Cl)c2)oc1NCc1cccnc1	.	2%	46*	?	26	-23%
S=c1[nH]nc(-c2ccc(Cl)cc2)n1/N=C/c1ccco1	25%	3%	-11	18%	1	6%
CSc1ccccc1NC(=O)CN(C)Cc1cc(=O)n2ccsc2n1	1%	-14%	-2	-7%	-1	1%
COc1ccc(C2(NC(C)=O)CCN(C(=O)c3cccs3)CC2)cc1	-16%	6%	1	-9%	-3	-30%
COc1ccccc1C(CNc1nc(C(F)(F)F)nc2ccccc12)N(C)C (stereo unspecified)	?	5%	-6	?	-4	-1%
O=C(NCCc1ccc(F)cc1)c1cc([N+](=O)[O-])ccc1N1CCOCC1	14%	.	.	3%	.	18%
O=C(CCC1CCCC1)NCc1cccs1	44%[activator]	-1%	99	101%[activator]	26*	-3%
CC(C)CCNC(=O)C1CC(c2ccc(C(F)(F)F)cc2)=NO1 (stereo unspecified)	49%[activator]	0%	30	58%[activator]	7	0%
CCC(C)Oc1cccc(C(=O)Nc2ccccc2N2CCOCC2)c1 (stereo unspecified)	10µM*	-7%	13	2%	2	1%
Cc1cc(NC2CCCCC2)nc(NCc2ccccc2)n1	1.9µM*	6%	-18	1.5µM*	-5	-19%
c1ccc2c3c([nH]c2c1)CNCC3	-11%	1%	-4	-15%	-3	-24%
CCc1ccc(C(=O)CN(C#N)c2nc(C)cc(C)n2)cc1	0%	8%	25	?	4	8%
CN(CC(=O)NC1CCCCC1)S(=O)(=O)c1cccc2cccnc12	.	3%	-16	22%	-1	-5%
Cc1ccsc1/C=N/NC(=O)c1nnn(-c2nonc2N)c1CSc1ccccc1	29%	-4%	-11	32%[activator]	-6	-1%
O=C(OCCN1C(=O)c2ccccc2C1=O)c1cccc(OC(F)F)c1	16%	10%	16	24%[5.75 µM]	-4	6%
CCc1ccc(NS(=O)(=O)c2cc(OC)ccc2OC)cc1	-1%	-1%	40	5%	10	5%
CCOc1ccccc1NC(=O)CCc1c(C)nn(-c2ccc(N3CCCCC3)nn2)c1C	?	-4%	7	?	11	5%&0%
Cc1cc(C)c2c(-n3cccc3)c(C(=O)O)sc2n1	402%[activator]	11%	108	24%	40	8%
CC1CC(C)(C)NC(=S)N1CCCC(=O)NCCc1ccc(Cl)cc1 (stereo unspecified)	-13%	2%	19	?	-1	7%
CCN(CC(=O)Nc1ccc(OC)cc1)C(=O)c1cc([N+](=O)[O-])ccc1N1CCOCC1	11%	.	.	-5%	.	-1%
OCCC1CN(Cc2nc3ccccc3s2)CCN1C1CCCC1 (stereo unspecified)	9%	3%	-4	?	8	3%[57.1 µM]
CC1(C)CC(NC(=O)C(F)(F)F)CC(C)(C)N1OC(=O)c1ccco1	-13%	0%	-5	101%[activator]	-3	-10%
CCOc1ccccc1N1CCN(S(=O)(=O)c2cccs2)CC1	?	-2%	3	.	-2	2%
CCOc1cc(C(=O)NCc2ccc(C)cc2)ccc1OCC(=O)N1CCOCC1	3%	1%	-2	-6%	-2	6%
CN(C)CCN(C(=O)CN1C(=O)c2ccccc2C1=O)c1nc2cc3c(cc2s1)OCO3	?	-24%	49	11%	27*	-25%
CN(C)c1ccc(/C=N/NC(=O)CNC(=O)c2ccc3c(c2)OCCO3)cc1	-1%	3%	4	7%	10	7%
CC1(C)CC(=O)CC(=O)/C1=N\Nc1c(Cl)cc(Cl)cc1Cl	13%	-21%	20	-2%	-3	-26%
CCCNC(=O)C1CC2Cn3c(nc4ccccc43)C2N1C (stereo unspecified)	-24%	.	.	66%[activator]	.	40µM*
CC1CCCC(C)N1C(=O)COC(=O)CCc1nc2ccccc2c(=O)[nH]1 (stereo unspecified)	-15%	1%	-6	26%	8	-1%

Three neighbouring compounds from above, quoted:
SMILES	Pf growth 48h	Giardia FBPA inh	Shiga inhibitor	Pf growth 96h	CHX counter	Sm TGR block
Cc1noc(C)c1S(=O)(=O)Nc1ccc(C(=O)N2CCc3ccccc3C2)cc1	11%	29%	-6	?	-3	0%
O=C(N(c1ccccc1)c1ccccc1)N(c1ccccc1)c1ccccc1	?	11%	-6	?	-2	1%
CN(c1ccccc1C(=O)Nc1cccc(Cl)c1Cl)S(C)(=O)=O	.	-4%	-13	23%	-3	-1%
